Apoferritin bind: candidate novel general anesthetic via apoferritin binding; apoferritin/1-aminoanthracene competitive binding, fluorescence; Potency, µM (titrated, usually from 77.5 µM), inactives show at the highest dose activity change, negative = displacement, actives largely listed as inhibitors; hit rate 0.074% among 350,000; further: potency means the concentration at half of the fitted maximal effect; on the % scale 0 is the no-effect control and ±100 the full control effect; nearly all actives have a fitted effect of over 20% in size
Target sequence (P02791 2-175 limits assumed): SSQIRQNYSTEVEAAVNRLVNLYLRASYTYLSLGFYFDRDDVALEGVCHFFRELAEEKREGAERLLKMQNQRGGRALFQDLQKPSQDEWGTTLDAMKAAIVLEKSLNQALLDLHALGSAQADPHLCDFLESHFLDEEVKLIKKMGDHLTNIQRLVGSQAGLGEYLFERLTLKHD
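Apoferritin-based anesthetic binding model; compound displacement of fluorescent 1-AMA measured as endpoint fluorescence after 10 minutes at room temperature, scaled to free-ligand and complex controls.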
LDHA inh: inhibitors of human lactate dehydrogenase A. P00338. purified LDHA, NADH/diaphorase-resazurin fluorescence; hits give low values. activity change, % (values are at about 110 or 230 µM). hit rate 0.15% among 480,000. AID 1347041; in the data active means activity change below about -30%; inconclusive means mostly about -25% to -30%;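 further: plate controls were DMSO wells for no effect and wells without enzyme for full effect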
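Enzyme activity of human lactate dehydrogenase 5 (2 nM; 0.06 mM NADH, 0.2 mM pyruvate, 5 min, RT) is measured via a resazurin/diaphorase fluorescence readout of residual NADH.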
ERG-DNA inh: inhibitors of human ERG Ets domain-DNA interaction; P11308; fluorescence polarization, His-ERG Ets domain / labelled DNA; Potency, µM (doses to about 76.9 µM), without a hit: top-dose FP activity, negative = inhibition, hits mostly inhibitors; hit rate 0.028% among 370,000; active means well fitted inhibition curve with a large enough effect in the polarisation, with a control signal flat; inconclusive means small, poorly fitted or top-dose-only effect, or effect the other way, or a change in a side signal; inactive means no such curve, though single readings can be large or run the other way; the % refers to the polarisation;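 further: polarization taken with two DNA probes labelled with fluorescein and Texas red; potency means the concentration at half of the fitted maximal effect; % of control where 0% means no effect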
Target sequence (P11308 whole entry, looked up, the tested form may be a part): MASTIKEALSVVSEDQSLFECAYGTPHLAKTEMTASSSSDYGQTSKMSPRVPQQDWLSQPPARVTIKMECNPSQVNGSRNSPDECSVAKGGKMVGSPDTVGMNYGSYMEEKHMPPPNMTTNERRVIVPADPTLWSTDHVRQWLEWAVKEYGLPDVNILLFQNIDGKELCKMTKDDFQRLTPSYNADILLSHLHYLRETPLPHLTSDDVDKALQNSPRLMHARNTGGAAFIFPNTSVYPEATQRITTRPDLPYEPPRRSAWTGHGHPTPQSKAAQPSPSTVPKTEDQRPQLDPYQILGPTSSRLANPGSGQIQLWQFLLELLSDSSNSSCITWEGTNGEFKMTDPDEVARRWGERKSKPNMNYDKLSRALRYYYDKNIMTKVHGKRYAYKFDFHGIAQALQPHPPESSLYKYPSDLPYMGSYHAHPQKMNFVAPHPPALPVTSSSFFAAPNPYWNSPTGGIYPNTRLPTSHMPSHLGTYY
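His-tagged ERG Ets domain (1 uM in the protein solution; 300mM KCl, 50mM Tris-HCl, 1mM EDTA, 1mM DTT, pH 7.5) received compound, then a probe mix of 5 nM fluorescein-DNA and 100nM Texas-615-DNA. Fluorescence polarization was read for both dyes.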
APEX1 inh: blocks human APE1 abasic DNA cleavage; hit rate 0.35% among 350,000; recombinant APE1, TAMRA/BHQ-2 abasic DNA cleavage fluorescence; Potency, µM (doses to about 65.8 µM), inactives show at the highest dose activity change, negative = inhibition, hits mostly inhibitors; AID 2517;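 further: potency means the concentration at half of the fitted maximal effect; plate controls were vehicle for no effect and reference inhibitor for full effect; nearly all actives have a fitted effect of over 55% in size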
Target sequence (P27695 whole entry, looked up): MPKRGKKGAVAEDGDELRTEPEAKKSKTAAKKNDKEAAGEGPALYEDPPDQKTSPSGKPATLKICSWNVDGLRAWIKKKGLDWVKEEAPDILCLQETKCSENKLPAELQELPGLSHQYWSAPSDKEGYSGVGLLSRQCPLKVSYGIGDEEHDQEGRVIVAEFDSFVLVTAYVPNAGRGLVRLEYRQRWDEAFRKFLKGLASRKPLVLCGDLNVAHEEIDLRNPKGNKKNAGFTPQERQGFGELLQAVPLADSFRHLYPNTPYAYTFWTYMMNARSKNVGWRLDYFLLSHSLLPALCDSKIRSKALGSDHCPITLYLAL
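0.75 nM APE1 + cpd, 15 min RT; start w/ 50 nM TAMRA/BHQ-2 THF-abasic dsDNA; kinetic fluor 525/598 nm ×3 reads @60 s; Δ(read3−read1); normalized to DMSO and NSC13755 control wells.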
Pol beta inh: blocks human DNA polymerase beta activity; P06746; Pol beta primer extension/strand displacement, fluorescence kinetic; Potency, µM (doses to about 114 µM), for inactives: at the top dose activity change, negative = inhibition, most hits filed as inhibitors; hit rate 1.3% among 340,000; AID 485314; further: potency means the concentration at half of the fitted maximal effect; on the % scale 0 is the no-effect control and ±100 the full control effect
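Reaction started by 50 nM substrate onto compound-treated Pol beta (10 nM, 15 min preincubation, room temperature); plates read at 0 min and 10 min. Normalized concentration-effect data fitted by four-parameter Hill equation.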
12-LOX inh: blocks human arachidonate 12S-lipoxygenase | P18054 | purified 12hLO, xylenol orange hydroperoxide absorbance | Potency, µM (top dose mostly 108 µM), without a hit: at the top dose activity change, negative = inhibition, usual class: inhibitors | hit rate 1.1% among 580,000 | AID 1671190; further: potency means the concentration at half of the fitted maximal effect; on the % scale 0 is the no-effect control and ±100 the full control effect
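Purified human 12hLO at 150 nM in 25 mM Hepes, 0.01% Triton X-100, pH 7.0, preincubated 15 min at room temperature with compound. Reaction started with 40 uM arachidonic acid, 30 min at room temperature. Hydroperoxide measured by Fe-xylenol orange, 573/405 nm absorbance ratio.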
Pol kappa inh: blocks human DNA polymerase kappa activity; Q9UBT6; purified Pol kappa, fluorescent DNA synthesis assay, 10 min; Potency, µM (top dose mostly 107 µM), without a hit: at the highest dose activity, negative = inhibition, actives largely listed as inhibitors; hit rate 0.53% among 400,000; AID 588579; further: potency means the concentration at half of the fitted maximal effect; on the % scale 0 is the no-effect control and ±100 the full control effect
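First, compounds were pin-transferred onto 10 nM Pol kappa. After 15 min at room temperature, substrate was added to 50 nM final. Fluorescence was then measured kinetically at 0 and 10 min.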
RGS4 inhibitor: inhibitors of human regulator of G protein signaling 4; AID 504845; hit rate 0.039% among 390,000; Transcreener GDP fluorescence polarization, RGS4-accelerated GTP hydrolysis; Potency, µM (top dose mostly 114 µM), without a hit: top-dose activity change, negative = inhibition, most hits filed as inhibitors; P49798; further: potency means the concentration at half of the fitted maximal effect; on the % scale 0 is the no-effect control and ±100 the full control effect; nearly all actives have a fitted effect of over 75% in size; some results filed as inactive show a strong effect at the top dose
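MLSMR compounds (23 nl, pin-transferred) preincubated 10 min at room temperature with a 500nM (2x) first reagent, then RGS4 at 900nM (2x) plus Transcreener GDP mix added; fluorescence polarization (620/688 nm) read before and after 90 min at 30 °C.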
Pol eta inh: blocks human DNA polymerase eta activity; recombinant Pol eta, fluorescent DNA replication assay; Potency, µM (series often up to 114 µM), inactives show top-dose activity change, negative = inhibition, usual class: inhibitors; hit rate 1.2% among 390,000; AID 588591; further: potency means the concentration at half of the fitted maximal effect; on the % scale 0 is the no-effect control and ±100 the full control effect
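Pol eta (10 nM) was preincubated with compounds for 15 min at room temperature, after which fluorescent replication substrate (50 nM final) was added to start the reaction. Fluorescence was read kinetically at 0 and 10 min.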
Numbers without * were called inactive; ? = inconclusive; · = not tested or not shown; & = joins results of further samples; [ ] = dose if it differs, or a comment. Unless noted, the call rests on the fitted dose curve; in most records, active means well fitted curve in the direction sought with a large enough effect; inconclusive means small, poorly fitted or top-dose-only effect, or another doubt; inactive means no such curve, though single readings can be large; an effect the other way counts as inactive or inconclusive. Only part of the results is shown; rates above refer to the full screens.

Start of the listing, in advance (eight entries):
SMILES	Apoferritin bind	LDHA inh	ERG-DNA inh	APEX1 inh	Pol beta inh	12-LOX inh	Pol kappa inh	RGS4 inhibitor	Pol eta inh
CC(=O)N1CCc2c(sc3c2c(=O)n(-c2ccc(C)cc2)c(=O)n3Cc2c(F)cccc2Cl)C1	?	-2	-3%	·	15%	0%	4%	11%	-10%
Cc1cc(C)cc(NC(=O)CN2CCN(c3ncccn3)CC2)c1	-2%	-6	0%	-2%	5%	18%	-1%	12%	-16%
Cc1nc2ccccc2nc1OCC(=O)NCC(F)(F)F	4%	-4	2%	18%	0%	12%	-10%	2%	-16%
COc1ccc(OC)c(C2/C(=C(/O)c3ccc(C)cc3)C(=O)C(=O)N2Cc2ccco2)c1 (centres undefined)	-10%	0	-10%	5%	-13%	?	-10%	-18%	-9%
COc1ccccc1CNC(=O)c1cc(S(=O)(=O)N2CCOCC2)cn1C	-13%	1	-2%	9%	8%	28%	0%	8%	-1%
Cc1cccn2c(=O)c(/C=C(\C#N)C(=O)NCc3ccco3)c(N3CCCCCC3)nc12	?	-5	2%	-6%	3%	0%	-20%	1%	-22%
CN(Cc1cccc(F)c1)C(=O)C1CC(=O)N(c2ccc3c(c2)OCCO3)C1 (centres undefined)	·	-1	9%	7%	·	10%	-10%	10%	-1%
COc1cccc(-c2cc(C(=O)Nc3ccc4c(c3)OCO4)no2)c1	1%&5%	-6&0	-4%&2%	3%	55%&2%	10%&-7%	-9%&-23%	-3%&-3%	9%&-7%

Main list (from the top)
SMILES	Apoferritin bind	LDHA inh	ERG-DNA inh	APEX1 inh	Pol beta inh	12-LOX inh	Pol kappa inh	RGS4 inhibitor	Pol eta inh
CC(=O)N1CCc2c(sc3c2c(=O)n(-c2ccc(C)cc2)c(=O)n3Cc2c(F)cccc2Cl)C1	?	-2	-3%	·	15%	0%	4%	11%	-10%
Cc1cc(C)cc(NC(=O)CN2CCN(c3ncccn3)CC2)c1	-2%	-6	0%	-2%	5%	18%	-1%	12%	-16%
Cc1nc2ccccc2nc1OCC(=O)NCC(F)(F)F	4%	-4	2%	18%	0%	12%	-10%	2%	-16%
COc1ccc(OC)c(C2/C(=C(/O)c3ccc(C)cc3)C(=O)C(=O)N2Cc2ccco2)c1 (centres undefined)	-10%	0	-10%	5%	-13%	?	-10%	-18%	-9%
COc1ccccc1CNC(=O)c1cc(S(=O)(=O)N2CCOCC2)cn1C	-13%	1	-2%	9%	8%	28%	0%	8%	-1%
Cc1cccn2c(=O)c(/C=C(\C#N)C(=O)NCc3ccco3)c(N3CCCCCC3)nc12	?	-5	2%	-6%	3%	0%	-20%	1%	-22%
CN(Cc1cccc(F)c1)C(=O)C1CC(=O)N(c2ccc3c(c2)OCCO3)C1 (centres undefined)	·	-1	9%	7%	·	10%	-10%	10%	-1%
COc1cccc(-c2cc(C(=O)Nc3ccc4c(c3)OCO4)no2)c1	1%&5%	-6&0	-4%&2%	3%	55%&2%	10%&-7%	-9%&-23%	-3%&-3%	9%&-7%
CCOc1ccc(NC(=O)CN(C)C(=O)C2CCCC2)cc1OCC	-3%	-11	1%	-10%	-2%	0%	-2%	27%	-22%
CN1CCN(/N=C/c2nc(-c3ccc(Cl)cc3)n3ccccc23)CC1	-16%	4	-1%	4%	-1%	?	-12%	4%	-14%
CCCCc1cc(=O)oc2c(C)c(OCC(=O)NCC3CCC(C(=O)O)CC3)ccc12 (centres undefined)	-2%	-8	-2%	54%[activator]	19%	24%	-1%	1%	-8%
CC1CCCN(C(=O)C(Cc2ccccc2)n2cccc2)C1 (centres undefined)	?	-6	5%	?	15%	40%[activator]	-1%	3%	-7%
COC(=O)C1=C[C@@H](C(=O)OC)[C@@H]2C3=C(C(=O)C2(C)C)[C@H](c2ccccc2)[C@@H]2C(=O)N(C)C(=O)[C@@H]2[C@@H]3C1	-7%	2	-9%	0%	·	-17%	-3%&17%	-28%&-11%	-4%
COc1ccccc1-n1cnnc1SCC(=O)NCC1CCCO1 (centres undefined)	1%	-9	-10%	22%	-2%	5%	-11%	23%	2%
CC(C)c1ccccc1NC(=O)CC1(CC(=O)O)CCCC1	6%	-2	-2%	12%	7%	-2%	-15%	-2%	-2%
CCN(CC)S(=O)(=O)c1cc(NS(=O)(=O)c2ccccc2)ccc1C	-14%	-2	20%	3%	2%	23%	-13%	9%	-3%
COc1ccc(NC(=O)C2CCN(S(=O)(=O)c3c(C)nn(C)c3C)CC2)cc1	11%	-2	-2%	68%[activator]	2%	-7%	9%	-6%	-7%
Cc1ccc(C)c(CN2C(=O)C3(c4ccccc42)N(c2cccc(C(F)(F)F)c2)C(=O)CS3(=O)=O)c1 (centres undefined)	-20%	2	-4%	·	1%	0%	-16%	-26%	?
c1ccc(-c2nc3nonc3c3nc4ccccc4n23)cc1	-9%	-1	·	-1%	45µM*	5%[57.4 µM]	-3%	-33%	-2%
NC(=O)COC(=O)c1ccccc1OCc1ccccc1	-2%	-2	-2%	-3%	1%	-7%	-3%	12%	-5%
CCOc1ccccc1N1CC(C(=O)Nc2cc(S(C)(=O)=O)ccc2Cl)CC1=O (centres undefined)	·	-2	0%	35%	·	-8%	-3%	14%	-11%
CC(C)(C)NC(=O)CSc1nc(N)cc(=O)[nH]1	-5%	-4	3%	1%	5%	-3%	-5%	3%	-5%
O=C(CN1CCOCC1)Nc1ncccn1	-6%	-5	-8%	-1%	-1%	-12%	-2%	15%	-11%
CN1CCN(CCCNC(=O)Cn2c(-c3cccs3)cc3ccccc32)CC1	2%	0	0%	·	9%	-3%	-3%	6%	-2%
CCOC(=O)c1ccc2ncc(C(=O)OCC)c(NCCN(C)C)c2c1	·	-6	2%	·	·	13%	-12%	27%	-10%

Next section
SMILES	Apoferritin bind	LDHA inh	ERG-DNA inh	APEX1 inh	Pol beta inh	12-LOX inh	Pol kappa inh	RGS4 inhibitor	Pol eta inh
COc1ccc(Cl)cc1NC(=O)CSc1nnc(Cc2cccn2C)n1-c1ccc(F)cc1	-9%	-5	5%	?	1%	495%[activator]	-11%	-9%	-11%
CSc1ccc(C(=O)C2CCCN(C(=O)CCc3c(C)nn(C)c3C)C2)cc1 (centres undefined)	·	0	6%	·	·	7%	-10%	-2%	-2%
O=C1COc2ccc(C(=O)COC(=O)c3nc(Cl)ccc3Cl)cc2N1	·	-8	16%	3%	·	?	-7%	?	-17%
Cc1cccc(N2CCN(C(=O)c3cccn4c(=O)c5c(C)c(C)sc5nc34)CC2)c1C	-5%	-3	2%	-1%	25%	-30%	-18%	-5%	3%
CC(C)OC(=O)COc1cc(O)c2c(=O)cc(-c3ccccc3)oc2c1	2%	-1	3%	0%	21%	-8%	2%	-18%	-11%
Cc1nn(C)c(C)c1C1Nc2ccccc2C(=O)N1O (centres undefined)	-4%	2	-1%	6%	-1%	-57%	-6%	21%[56.9 µM]	7%
O=C(CSC1=Nc2ccccc2C2CC=NN12)NCc1ccco1 (centres undefined)	·	-2	-4%	0%	·	14%	-12%	-33%	-19%
CN(C(=O)CSc1ncnc2scc(-c3ccccc3)c12)C1CCS(=O)(=O)C1 (centres undefined)	-13%	-2	2%	-4%	24%	3%	-2%	-12%	-8%
Cc1cccc(/C(N)=N/OC(=O)COc2ccc(Cl)cc2)c1	-1%	-9	6%	5%	17%	0%	-15%	18%	-5%
COc1ccc(CCN2CCCn3c2nc2c3c(=O)n(CC(C)C)c(=O)n2C)cc1OC	6%	-2	-5%	-17%	-1%	118%[activator]	-11%	15%	-2%
NC(=O)c1ccc(NC(=O)COC(=O)C2CC(=O)N(Cc3ccccc3)C2)cc1 (centres undefined)	-2%	-3	-6%	-10%	3%	-2%	0%	-12%	-18%
Cc1cccc2sc(NC(=O)CSCc3ccccc3)nc12	?	1	4%	-10%	1%	?	4%	-25%	-15%
COc1cc2nc(=S)n3[nH]c(CCn4nc(C)cc4C)nc3c2cc1OC	-12%	-1	-9%	2%	4%	-49%	-2%	-7%	-2%
O=C(Cc1ccccc1)c1c[nH]c(C(=O)NCCCN2CCOCC2)c1	-12%	-6	23%	-7%	11%	?	4%	-31%	-17%
COC(=O)[C@H](Cc1ccccc1)NC(=O)Cn1cnc2c(OCc3ccccc3)ncnc21	·	-7	3%	20%	·	-9%	1%	7%	-3%
CCSc1nnc(Nc2ccc(C)cc2)s1	?	-11	1%	0%	4%	?	-5%	14%	-18%
Cc1ccsc1/C=C1/SC(N2CC(C)OC(C)C2)=NC1=O (centres undefined)	-16%	3	-5%	4%	16%	?	-16%	-17%	10%
CCn1c(N2CCN(CC(=O)c3c[nH]c4ccccc34)CC2)nc2c1c(=O)[nH]c(=O)n2C	-19%	-4	7%	-8%	5%	?	0%	-20%	0%
COc1cccc(C(=O)N2CCN(C(=O)c3cccc(F)c3)CC2)c1	-12%	0	4%	-3%	-1%	-14%	-10%	7%	-4%
